TAAR1 antagonist = human TAAR1 antagonism | CHO RD-HGA16 TAAR1, Fluo-8 calcium fluorescence, antagonist | inhibition, % at 3 µM | hit rate 1.5% among 360,000;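 active = inhibition above a per-plate cutoff, the mean inhibition of test compounds on that plate plus 3 SD, cut at about 49% in these data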;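 note: 0% = DMSO plus EC80 beta-PEA response and 100% = DMSO alone without agonist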
Target sequence (Q96RJ0 whole entry, looked up): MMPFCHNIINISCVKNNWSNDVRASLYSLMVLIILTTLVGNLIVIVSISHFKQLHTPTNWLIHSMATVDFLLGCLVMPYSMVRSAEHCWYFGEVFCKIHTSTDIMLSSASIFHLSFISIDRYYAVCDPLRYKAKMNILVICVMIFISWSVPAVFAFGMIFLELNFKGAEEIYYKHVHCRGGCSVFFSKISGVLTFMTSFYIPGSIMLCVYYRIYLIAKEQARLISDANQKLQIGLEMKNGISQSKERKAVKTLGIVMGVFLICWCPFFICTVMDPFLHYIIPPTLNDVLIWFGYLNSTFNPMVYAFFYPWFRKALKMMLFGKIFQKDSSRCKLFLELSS
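Material: RD-HGA16 CHO cells with stable hTAAR1 and Gα16; Dosing: single nominal final test compound concentration of 3 µM; Schedule: seeding 17-24 h prior, 75-min 37 °C, 30-min RT dye loading; Detection: kinetic Fluo-8 calcium fluorescence measurement; Measure: % inhibition from peak post-agonist over basal fluorescence ratio; Benchmarks: vehicle and agonist controls.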
TAAR1 ag = human TAAR1 agonism; AID 624467; hit rate 0.99% among 360,000; activation, % at 3 µM; Q96RJ0; CHO RD-HGA16 TAAR1, Fluo-8 calcium fluorescence; vehicle wells 0%, saturating PEA agonist 100%;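 active = activation above the mean activation of all test compounds in the run plus 3 SD, cut at about 38% in these data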
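test system = CHO RD-HGA16 cells carrying human TAAR1 plus Gα16 | schedule = 17-24 h seeding, 75 min 37 °C dye, 30 min RT | compound dosing = 3 µM single concentration | control set = DMSO and PEA EC100 | replicates = n 1 | signal = Fluo-8 fluorescence, 5 s baseline then 140 s kinetic read | measure = percent activation vs PEA EC100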
CHO parental Ca = counter-screen: ATP calcium response change in parental CHO cells; parental CHO-K1, ATP-induced calcium, Fluo-8 fluorescence; inhibition, % at 5.6 µM; hit rate 0.63% among 330,000;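 active = inhibition above that plate's mean sample inhibition plus 3 SD, cut at about 26% in these data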;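 note: 0% = ATP-challenged DMSO wells and 100% = DMSO wells without ATP; some compounds past the cut are filed as inactive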
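test system = CHO parental line | reagent = ATP stimulus | measured by = intracellular calcium via Fluo-8 no-wash fluorescent dye | control set = ATP and no-ATP DMSO wells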
CHRM1 antagonist = human CHRM1 antagonism | P11229 | AID 588852 | inhibition, % at 3 µM | hit rate 1.3% among 360,000 | CHO-K1 hM1, Fluo-8 calcium fluorescence, ACh EC80 antagonist;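 active = percent inhibition above its own plate's cutoff, namely the mean of that plate's compound wells plus 3 SD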;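 note: peak over basal fluorescence ratio during 140 s after agonist addition; 0% = ACh EC80 plus DMSO and 100% = DMSO alone without agonist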
OXTR potentiator = potentiates the human oxytocin receptor response; P30559; CHO-OTR cells, Fluo-8 calcium fluorescence, potentiator mode; 0% = oxytocin EC15, 100% = EC100; activation, % at 3 µM; hit rate 0.061% among 320,000; AID 2445;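 active = activation above that plate's cutoff, the mean activation of tested compounds plus 3 SD, cut at about 6.6% in these data, passing the limit was not always enough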;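 note: 100% uses oxytocin at 75 nM as the full agonist control; some results filed as inactive read as strong as hits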
Target sequence (P30559 whole entry, looked up): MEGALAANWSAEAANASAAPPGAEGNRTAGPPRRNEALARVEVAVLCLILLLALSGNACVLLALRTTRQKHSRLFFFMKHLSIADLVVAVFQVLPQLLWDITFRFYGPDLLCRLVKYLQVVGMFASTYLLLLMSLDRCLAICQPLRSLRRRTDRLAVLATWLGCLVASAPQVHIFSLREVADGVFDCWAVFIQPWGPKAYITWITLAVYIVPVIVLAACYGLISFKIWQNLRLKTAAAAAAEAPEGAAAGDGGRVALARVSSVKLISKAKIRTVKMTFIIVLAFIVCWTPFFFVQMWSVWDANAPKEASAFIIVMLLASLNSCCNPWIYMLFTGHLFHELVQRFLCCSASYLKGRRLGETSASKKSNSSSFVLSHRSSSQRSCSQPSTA
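System: human OTR in CHO cells / Also added: sub-maximal oxytocin, roughly EC15 / Control set: EC15 oxytocin low, 75 nM oxytocin high / Schedule: 6 min compound pre-incubation at room temperature, 100 s kinetic read / Compound: single-point 3.0 µM / Replication: singlicate / Technique: Fluo-8 calcium dye fluorescence / Read-out basis: % activation of max/min ratio relative to oxytocin controls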
M1 PAM parental = counter-screen for M1 PAMs: effect in parental CHO-K1 cells | hit rate 0.02% among 360,000 | ATP EC20, Fluo-8 calcium fluorescence; 0% at ATP EC20, 100% at ATP max | activation, % at 3 µM;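 active = activation above the run cutoff, the mean activation of all test compounds plus 3 SD, cut at about 40% in these data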;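 note: peak over basal fluorescence ratio in a 140 s read after ATP addition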
M1 ag = agonists of human M1 muscarinic receptor | CHO-K1 hM1, Fluo-8 calcium fluorescence, agonist mode; 0% DMSO, 100% acetylcholine EC100 | P11229 | activation, % at 3 µM | hit rate 0.33% among 360,000;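 active = activation above the run's mean compound activation plus 3 SD, cut at about 16% in these data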;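 note: peak over basal fluorescence ratio within a 140 s kinetic read after compound addition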
CHO-K1 Ca antag = nonselective inhibitor or artifact in parental CHO-K1 cells; ATP-induced calcium, Fluo-8 fluorescence; inhibition, % at 3 µM; hit rate 0.6% among 360,000;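 active = inhibition above a per-plate cutoff, the plate's mean sample inhibition plus 3 SD, cut at about 24% in these data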;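 note: 0% = DMSO plus EC80 ATP and 100% = DMSO alone without ATP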
M1 ag parental = counter-screen for M1 agonists: effect in parental CHO-K1 cells. hit rate 0.48% among 360,000. activation, % at 3 µM. AID 602248. Fluo-8 calcium fluorescence; scaled to maximal ATP response, vehicle zero; in the data active = activation above about 15%;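 note: untransfected CHO-K1 host cells lacking M1 receptor as counterscreen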
* marks the source's active call; other numbers are inactive results; x = no result given.

1: COc1cc(-c2c(-c3cccc(C)c3)oc3ccccc23)cc(OC)c1OC
2: Cn1nc(C(C)(C)C)cc1C(=O)NCc1ccc(N2CCCC2=O)cc1
3: CCOC(=O)C1(C)NC(c2ccc(N(C)C)cc2)C2C(=O)N(CC)C(=O)C21 (stereo not drawn)
4: CCOc1ccc(N2CC(C(=O)Nc3nnc(Cc4ccccc4)s3)CC2=O)cc1 (stereo not drawn)
5: CCOC(=O)N1CCN(C2=C(NS(=O)(=O)c3ccc(C)cc3)C(=O)c3ccccc3C2=O)CC1
6: COc1c(C)cc(Br)cc1C(=O)Nc1ccc(Cc2ccncc2)cc1
7: Cc1ccccc1N(CC(=O)N/N=C/c1ccc(N(C)C)cc1)C(=O)c1ccccc1
8: CC(C)(C)n1nnnc1C(c1cccs1)N1CCCc2ccccc21 (stereo not drawn)
entry no.	1	2	3	4	5	6	7	8
M1 PAM parental	7	-8	6	-3	13	10	-2	10
CHO parental Ca	-23	37*	-6	-32	-23	18	-20	-20
TAAR1 ag	11	4	0	2	-4	0	2	2
M1 ag parental	0.3	11	0.3	0.9	-0.2	4.7	0.2	-0.3
M1 ag	-1	3	-2	-2	-6	-6	-3	-5
TAAR1 antagonist	25	7	-18	-11	-29	22	0	-30
CHO-K1 Ca antag	-20	29*	-7	-12	-6	-16	-15	-12
CHRM1 antagonist	-4	24	-15	-22	-4	1	-4	-10
OXTR potentiator	-3	-11	-11	-1	-7	-11	-21	-8

Three of the compounds above, with two lines to a compound.
Every second line gives: M1 PAM parental, CHO parental Ca, TAAR1 ag, M1 ag parental, M1 ag, TAAR1 antagonist, CHO-K1 Ca antag, CHRM1 antagonist, OXTR potentiator
1) COc1cc(-c2c(-c3cccc(C)c3)oc3ccccc23)cc(OC)c1OC
 : 7, -23, 11, 0.3, -1, 25, -20, -4, -3
2) Cn1nc(C(C)(C)C)cc1C(=O)NCc1ccc(N2CCCC2=O)cc1
 : -8, 37*, 4, 11, 3, 7, 29*, 24, -11
3) CCOC(=O)C1(C)NC(c2ccc(N(C)C)cc2)C2C(=O)N(CC)C(=O)C21 (stereo not drawn)
 : 6, -6, 0, 0.3, -2, -18, -7, -15, -11

Continued.
9: COc1cc(-c2c(C#N)c(N)nc3c2CCCC3)cc(OC)c1OC
10: COCC(=O)Nc1nnc(Cc2ccc(OC)c(OC)c2)s1
11: CCCCCCn1c(N2CCN(c3ccccc3)CC2)nc2c1c(=O)n(C)c(=O)n2C
12: CCCc1cc(=O)oc2cc(C)cc(OCC(=O)NCC(O)c3ccccc3)c12 (stereo not drawn)
13: COC(=O)c1ccc(NS(=O)(=O)NC(=O)c2cn(C)c3ccccc23)cc1
14: CCCN(CC(=O)Nc1ccccc1C)C(=O)CCCc1c[nH]c2ccccc12
15: COc1ccc(NC(=O)c2sc3nc(N4CCOCC4)c4c(c3c2N)CC(C(C)C)OC4)c(OC)c1 (stereo not drawn)
16: COc1cccc(C2CC(c3ccccc3Cl)Nc3nc(N)nn32)c1 (stereo not drawn)
entry no.	9	10	11	12	13	14	15	16
M1 PAM parental	15	2	10	-4	12	11	23	7
CHO parental Ca	-16	-9	-38	-28	-8	-19	-24	5
TAAR1 ag	12	3	11	5	0	10	0	19
M1 ag parental	1.0	0.1	0.0	3.7	1.4	1.8	-0.5	0.7
M1 ag	-2	-1	-5	-2	-4	1	-1	1
TAAR1 antagonist	4	-1	-14	-8	-10	6	-22	2
CHO-K1 Ca antag	-2	8	12	0	-16	6	14	-6
CHRM1 antagonist	-3	2	5	-4	-5	-2	-15	-4
OXTR potentiator	1	-2	-9	-2	3	-6	-4	-3

17: Cc1ccc2oc3c(c(=O)c2c1)C(c1cccc(Br)c1)N(Cc1ccco1)C3=O (stereo not drawn)
18: Clc1ccc(-c2csc(=Nc3cccnc3)n2CCCn2ccnc2)cc1Cl
19: CC(C)c1nc2c(c(=O)n(C)c(=O)n2C)n1C
20: COc1ccc(CNC(=O)CN(c2ccc(C(C)=O)cc2)S(=O)(=O)c2ccc(C)cc2)cc1OC
21: CCOCCCNC(=O)NC12CC3CC(CC(C3)C1)C2
22: CC(C)c1cccc(-c2ccc3c(c2)S(=O)(=O)c2cccc(C(=O)NC4CCCC4)c2C3=O)c1
23: Oc1[nH]c2ccc(Br)cc2c1N=NC(=S)N1CCOCC1
24: COc1ccc(S(=O)(=O)N2CCOC2CNC(=O)C(=O)NCCCN2CCOCC2)cc1C (stereo not drawn)
entry no.	17	18	19	20	21	22	23	24
M1 PAM parental	-5	25	6	5	10	-14	-13	14
CHO parental Ca	x	-24	2	-4	-14	-10	12	-12
TAAR1 ag	12	20	-1	1	9	9	2	4
M1 ag parental	0.4	4.6	0.4	-0.3	-0.1	0.4	0.0	-0.3
M1 ag	-2	-12	-1	-3	-1	3	-8	-5
TAAR1 antagonist	-5	-12	-11	-2	-5	38	12	-7
CHO-K1 Ca antag	-22	-9	-16	-10	7	-8	2	-5
CHRM1 antagonist	-6	24	-14	0	12	-36	-23	-8
OXTR potentiator	x	-4	-10	4	-6	-2	-1	0

25: COC(=O)[C@@H]1C[C@H]2CC[C@H](O)C[C@H]2N1Cc1ccccc1OS(=O)(=O)c1ccc(C)cc1
26: Cc1ccc(C)c(S(=O)(=O)N(C)c2ccc(OC(=O)C3CCN(C(=O)c4ccc(F)cc4)CC3)cc2)c1
27: COc1ccc(/C=N/Nc2nc(NCc3ccco3)nc(Nc3ccc(OC)cc3)n2)cc1
28: O=C(Nc1ccc2c(c1)OCCO2)C1CCC1
29: CCc1ccc(CN(C)C(=O)c2cc(S(=O)(=O)N3CCN(CC)CC3)ccc2Cl)cc1
30: COc1ccc(CNC(=O)CN2C(=O)CCSc3ccc(S(=O)(=O)N4CCCC4)cc32)cc1
31: O=C(COc1ccc2ccc(=O)oc2c1)Nc1cccc(S(=O)(=O)N2CCCCC2)c1
32: C=CCc1cccc(/C=N/NC(=O)C(C)Nc2cccc(C)c2)c1O (stereo not drawn)
entry no.	25	26	27	28	29	30	31	32
M1 PAM parental	9	-19	11	24	11	-7	-14	0
CHO parental Ca	-7	x	-19	-8	-13	-21	1	-16
TAAR1 ag	2	8	1	4	1	1	19	2
M1 ag parental	1.9	7.4	0.6	0.5	1.9	1.4	17*	0.5
M1 ag	-2	-2	-14	-6	-5	-5	-1	-9
TAAR1 antagonist	-8	41	31	17	-10	-15	32	1
CHO-K1 Ca antag	-3	-7	2	-13	12	-5	9	0
CHRM1 antagonist	-7	15	-3	0	-6	1	26	-4
OXTR potentiator	-6	x	-6	1	-13	-3	-10	-7

33: COc1ccc(C)cc1NC(=O)c1cc(S(=O)(=O)N2CCOCC2)cn1C
34: CN(Cc1ccccc1)c1cc(Cl)nc(N)n1
35: O=C(O)c1ccccc1NS(=O)(=O)c1ccc2ccccc2c1
36: O=C(O)CC1NC(=S)N(c2ccccc2)C1=O (stereo not drawn)
37: O=C(NN1CCOCC1)c1cc(-c2ccncc2)nc2ccccc12
38: O=C(CN1CCN(S(=O)(=O)c2ccc(Cl)c(Cl)c2)CC1)N1CCCCC1
39: Cc1cc(C)cc(N(C(=O)c2ccccn2)C(C(=O)NC2CCCCC2)c2ccncc2)c1 (stereo not drawn)
40: C[C@H](NC(=O)c1nc[nH]c1C(=O)NCC(=O)OCc1ccccc1)c1ccccc1
entry no.	33	34	35	36	37	38	39	40
M1 PAM parental	-8	-1	3	-8	9	7	-24	18
CHO parental Ca	-15	-11	-5	4	-4	-13	x	-12
TAAR1 ag	0	1	-1	2	4	-1	5	17
M1 ag parental	0.1	1.4	-0.4	0.9	0.3	0.6	-0.5	5.9
M1 ag	-4	-3	-4	0	-5	-5	-4	-2
TAAR1 antagonist	-2	15	15	-1	-8	-5	-34	64*
CHO-K1 Ca antag	8	1	-12	-9	-8	-22	8	-7
CHRM1 antagonist	-5	-5	-14	0	-12	-8	5	31*
OXTR potentiator	2	-13	-4	-9	-11	-8	x	-11

Rewritten with each value named: part of the list above
34: CN(Cc1ccccc1)c1cc(Cl)nc(N)n1
  M1 PAM parental: -1 | CHO parental Ca: -11 | TAAR1 ag: 1 | M1 ag parental: 1.4 | M1 ag: -3 | TAAR1 antagonist: 15 | CHO-K1 Ca antag: 1 | CHRM1 antagonist: -5 | OXTR potentiator: -13
35: O=C(O)c1ccccc1NS(=O)(=O)c1ccc2ccccc2c1
  M1 PAM parental: 3 | CHO parental Ca: -5 | TAAR1 ag: -1 | M1 ag parental: -0.4 | M1 ag: -4 | TAAR1 antagonist: 15 | CHO-K1 Ca antag: -12 | CHRM1 antagonist: -14 | OXTR potentiator: -4

Other compounds follow:
41: Cc1ccc(CCN2CC(C(=O)NCCCN3CCOCC3)CC2=O)cc1 (stereo not drawn)
42: COc1ccc(N=C2S/C(=C\c3cc(C)n(C)c3C)C(=O)N2C)cc1
43: O=C(Cc1ccccc1)N1CCC(c2nc(-c3ccc(F)cc3)no2)CC1
44: O=C(CCN1CCCCCC1)c1ccccc1
45: O=C(NC(=S)Nc1ccc2[nH]c(=O)[nH]c2c1)c1ccccc1F
46: COc1ccc(NC(=O)c2cc(Br)ccc2Cl)c([N+](=O)[O-])c1
47: Oc1[nH]c(=S)sc1C=C1N=c2ccccc2=N1
entry no.	41	42	43	44	45	46	47
M1 PAM parental	9	-5	11	18	-18	-13	16
CHO parental Ca	12	-19	-11	-10	-1	31*	4
TAAR1 ag	0	0	4	21	2	0	-1
M1 ag parental	0.0	0.4	12	0.2	-0.1	-0.5	0.9
M1 ag	-5	-5	-2	4	0	-4	-3
TAAR1 antagonist	-2	-13	10	-6	-38	10	-12
CHO-K1 Ca antag	-1	7	1	-7	7	4	-4
CHRM1 antagonist	-10	19	11	-16	9	1	-15
OXTR potentiator	-13	-14	-11	-8	-8	3	-7

Bioassay records as filed in PubChem BioAssay.
